Screening results: PubChem, several laboratories
AGP1-GFP MLPCN: yeast TOR pathway AGP1-GFP modulation; GFP response vs DMSO, % at 10 µM; AID 2066; S. cerevisiae AGP1-GFP multiplex flow cytometry, 3 h; GFP as percent of DMSO wells; 0.02% of 320,000 active;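 active = GFP response relative to DMSO above a set limit, near screen average plus 3 SD, cut at about 150% in these data; inconclusive = fewer than 70 cells counted for the yeast strain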;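 also: median GFP channel fluorescence of the gated AGP1 strain per well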
GRK2 aptamer HTS: human GRK2 inhibition via aptamer displacement | AID 488847 | 0.59% of 330,000 active | bead flow cytometry, FAM-aptamer displacement from GRK2 | inhibition of aptamer binding, % at 10 µM | P25098;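 active = inhibition of aptamer binding above 40%, roughly 3 SD of noise, on plates passing a quality check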;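 also: median bead fluorescence of bound FAM aptamer so fluorescent compounds give negative values; no value below 0 was filed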
GLD-1 RNA inh: GLD-1-TGE RNA interaction inhibition (C. elegans). purified GLD-1 + fluorescein TGE RNA, fluorescence polarization. 0.44% of 320,000 active. inhibition, % at 5.96 µM. Q17339;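 active = percent inhibition above a per-plate cutoff, the plate mean of test compounds plus 3 SD, cut at about 30% in these data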;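 also: 0% = DMSO wells with GLD-1 and probe and 100% = wells lacking GLD-1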
BCLXL inh: blocks human Bcl-xL binding to Bim BH3 peptide; Q07817; GST-Bcl-xL / FITC-Bim BH3 peptide fluorescence polarization; inhibition, % at 10.9 µM; 0.7% of 320,000 active; AID 2129;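 active = inhibition above the mean of all tested compounds plus 3 SD, cutoff set per campaign, cut at about 30% in these data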;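 also: 0% = DMSO wells and 100% = unlabeled Bim-BH3 peptide competitor; inhibitors lower millipolarization by displacing the labeled peptide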
MCL1-BIM inh: inhibitors of human MCL1 binding to BIM-BH3 peptide; Q07820; GST-MCL1 / FITC-Bim-BH3 fluorescence polarization; inhibition, % at 10.9 µM; 0.68% of 320,000 active; AID 2057;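 active = inhibition above the mean inhibition of all tested compounds plus 3 SD, set per campaign, cut at about 40% in these data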;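 also: 0% = DMSO wells and 100% = unlabeled Bim-BH3 peptide control; higher means more loss of mP so more displacement of Bim peptide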
Fam108B inh: Fam108B inhibition, counter-screen for RBBP9 inhibitors. 0.33% of 300,000 active. recombinant Fam108B, FP-Rh probe fluorescence polarization. inhibition, % at 9.51 µM;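 active = inhibition above the screen mean inhibition plus 3 SD, computed separately per campaign, cut at about 18% in these data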;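 also: inhibitors lower polarization as less probe binds the enzyme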
VLA-4 inh: inhibition in a human VLA-4 binding assay; P13612; VLA-4 expressing cells, ligand binding flow cytometry; inhibition, % (about 7 µM as worked out from the volumes in the protocol); 0.2% of 330,000 active; AID 2557; in the data active = inhibition above about 50%
Target sequence (P13612 whole entry, looked up): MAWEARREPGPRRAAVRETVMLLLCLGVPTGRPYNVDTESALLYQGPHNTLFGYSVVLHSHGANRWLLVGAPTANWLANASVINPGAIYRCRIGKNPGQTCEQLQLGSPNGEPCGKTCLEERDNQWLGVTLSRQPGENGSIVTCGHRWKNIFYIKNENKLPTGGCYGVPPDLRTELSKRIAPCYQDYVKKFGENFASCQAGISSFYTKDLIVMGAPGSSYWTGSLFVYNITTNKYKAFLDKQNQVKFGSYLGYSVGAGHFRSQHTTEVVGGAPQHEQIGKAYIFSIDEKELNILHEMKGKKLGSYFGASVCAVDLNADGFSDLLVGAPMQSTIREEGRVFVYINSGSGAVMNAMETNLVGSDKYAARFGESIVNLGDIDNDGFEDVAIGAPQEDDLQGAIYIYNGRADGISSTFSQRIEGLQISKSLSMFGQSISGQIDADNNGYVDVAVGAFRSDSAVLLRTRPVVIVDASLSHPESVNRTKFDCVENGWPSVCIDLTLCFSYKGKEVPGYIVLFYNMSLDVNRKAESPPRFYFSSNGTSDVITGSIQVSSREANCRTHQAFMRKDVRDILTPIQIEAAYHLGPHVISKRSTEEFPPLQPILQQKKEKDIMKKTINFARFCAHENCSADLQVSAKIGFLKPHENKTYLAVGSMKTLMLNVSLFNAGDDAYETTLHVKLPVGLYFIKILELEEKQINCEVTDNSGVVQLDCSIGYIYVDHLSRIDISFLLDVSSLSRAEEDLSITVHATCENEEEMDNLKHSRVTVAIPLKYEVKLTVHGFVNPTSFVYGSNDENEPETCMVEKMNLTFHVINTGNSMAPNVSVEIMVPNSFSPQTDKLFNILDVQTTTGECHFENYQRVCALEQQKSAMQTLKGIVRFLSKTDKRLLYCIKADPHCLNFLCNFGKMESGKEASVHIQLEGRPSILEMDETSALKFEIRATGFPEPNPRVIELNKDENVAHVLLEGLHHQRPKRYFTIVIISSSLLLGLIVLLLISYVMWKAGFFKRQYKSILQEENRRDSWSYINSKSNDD
CIT2 TOR yeast: yeast TOR pathway CIT2-GFP modulation; 0.065% of 320,000 active; S. cerevisiae CIT2-GFP strain, flow cytometry, 3 h; 100 means same as DMSO wells; GFP response vs DMSO, % at 10 µM; AID 2029;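 active = GFP response relative to DMSO above a set limit, near the screen mean plus 3 SD, cut at about 150% in these data; inconclusive = Fewer than 70 cells measured for a yeast strain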;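 also: ratio of well median GFP fluorescence to mean of DMSO wells on the plate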
MEX-5 binding: C. elegans MEX-5 TCR-2 RNA binding activity; 0.38% of 300,000 active; AID 1832; activity score (negative = inhibition of binding), % at 10 µM; MEX-5/FITC-TCR2 RNA binding, fluorescence polarization; stronger effect = lower value;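 active = inhibition past about -25% in most replicates, and total fluorescence under double the plate's negative control median, limit read from the data; inconclusive = replicates evenly split on the limit, or fluorescence at least double controls; inactive = too little inhibition in most replicates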;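 also: 0% = DMSO and -100% = 5 µM competing unlabeled TCR2 RNA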
* hit, by the source's call; ? = inconclusive; / = no result given; [ ] = another dose, or the depositor's remark.

Sequence of screens – AGP1-GFP MLPCN	GRK2 aptamer HTS	GLD-1 RNA inh	BCLXL inh	MCL1-BIM inh	Fam108B inh	VLA-4 inh	CIT2 TOR yeast	MEX-5 binding
COC(=O)c1nc(NC(=O)c2ccccc2Cl)n[nH]1
→ 105	0	2	4	4	2	12	121	0.6
Cn1c(SCC(=O)Nc2ccc(NC(=O)c3ccccc3)cc2)nnc1-c1ccncc1
→ 94	62*	-5	4	3	1	-2	97	-0.4
COc1cccc(/C=N/NC(=O)CNC(=O)COc2cccc(C)c2)c1O
→ 110	0	-5	17	9	4	-1	103	-2.2
COc1ccc(N2CCN(C(=O)CCS(=O)(=O)c3ccc4c(c3)NC(=O)C(C)S4)CC2)cc1 (centres undefined)
→ 99	0	-1	0	-7	1	16	102	-0.1
S=C(NCc1ccccc1)NCc1ccccn1
→ 112	0	-12	-5	-4	6	-4	96	0.1
Cc1cc(-n2c(SCc3ccccc3F)nc3n[nH]c(C)c3c2=N)ccc1Cl
→ 104	2	2	0	1	-18	-7	100	-0.2
COc1ccc(/C=C2\SC(=S)N(C(C)C(=O)NC3C=CS(=O)(=O)C3)C2=O)cc1 (centres undefined)
→ 57	2	3	2	4	4	20	79	1.3
CCOC(=O)Cc1nnc(Nc2ccc(C)cc2)c2ccccc12
→ /	3	0	5	3	4	-1	109	0.2
O=C(Cc1ccc(F)cc1)N1CCN=C1SCc1ccc([N+](=O)[O-])cc1
→ 97	0	2	-4	4	-1	2	94	-0.3
COc1ccc(S(=O)Cc2ccc(C(=O)NCc3cccc(OC)c3)o2)cc1 (centres undefined)
→ 108	1	4	6	1	-2	-3	106	-1.2
Cc1nc2[nH]c(=S)n(C)c(=O)c2nc1C
→ 98	0	6	3	1	-1	-6	98	1.7
COc1ccc(CCNC(=O)c2ccc3c(c2)NC(=O)CS3)cc1OC
→ 61	4	-1	1	-6	-2	-5	102	-0.4
CSc1oc(-c2ccco2)nc1S(=O)(=O)c1ccc(F)cc1
→ 103	2	3	0	-1	2	15	104	-1.5
CCN(CC)C(=O)[C@H]1CC(CC(=O)NC(C)(C)C)C(=O)N2CCc3c([nH]c4ccccc34)[C@]12C (some centres undefined)
→ 102	0	0	/	/	/	-2	106	/
COc1ccc(NC(=O)CSc2nc3ncccc3[nH]2)cc1OC
→ 104	0	4	1	2	2	1	/	-3.4

Other structures.
Sequence of screens – AGP1-GFP MLPCN	GRK2 aptamer HTS	GLD-1 RNA inh	BCLXL inh	MCL1-BIM inh	Fam108B inh	VLA-4 inh	CIT2 TOR yeast	MEX-5 binding
COc1ccc2c(c1)OC1(C)CC2C(C(=O)c2ccccc2OC)C(=O)N1 (centres undefined)
→ 94	2	-6	5	2	2	12	88	0.2
CC(=O)Nc1ccc(NC(=O)C(C)OC(=O)c2ccc(S(=O)(=O)N3CCCCC3)cc2)cc1 (centres undefined)
→ 96	0	1	/	/	/	-47	84	/
COc1ccc(C2CC(c3cccs3)=NN2C(=O)c2ccccc2)cc1OC (centres undefined)
→ 103	3	3	-1	-1	-3	12	98	1.6
CC1(C)CC(C(CC(=O)N2CCCC2)Cc2ccccc2)CCO1 (centres undefined)
→ 90	0	-2	-2	-3	5	12	100	0.3
Cc1ccc(CN2CCN(Cc3cc(=O)c4ccccc4[nH]3)CC2CCO)o1 (centres undefined)
→ 85	3	0	19	2	5	6	88	-1.6
C=CCn1cc(C(=O)N2CCN(CC)CC2)c(=O)c2cc(S(=O)(=O)N(CC)CC)ccc21
→ 94	0	-1	2	0	0	3	102	-3.2
CCCC(C(=O)NC1=NCCS1)c1ccccc1 (centres undefined)
→ 94	1	-1	2	4	-4	3	97	0.1
CC(=O)N1CCN(c2ccccc2NC(=O)c2cc(Br)ccc2Cl)CC1
→ 111	0	4	2	1	9	16	110	-1.0
CCN1CCN(c2ccc(S(=O)(=O)N3CCCCC3)cc2NC(=O)COc2cc(C)ccc2Cl)CC1
→ 97	2	10	-10	-26	3	-16	95	0.1
CCOC(=O)Cc1csc(SCC(=O)Nc2cc(Cl)ccc2Oc2ccccc2)n1
→ 113	2	6	5	-2	1	6	104	1.0
Cc1c(NC(=S)N/N=C/c2ccc(Br)cc2)c(=O)n(-c2ccccc2)n1C
→ 102	0	2	2	8	1	1	93	1.3
COc1cc(OC)cc(C(=O)NC2=NCCS2)c1
→ 90	4	1	4	3	-4	-4	84	-1.9
CCOc1ccccc1N=Nc1c(C)[nH]n(-c2ccccc2)c1=O
→ 98	2	11	1	3	0	16	101	-2.0
COCCCn1c(CCC(=O)O)ccc1-c1ccc(F)cc1
→ 101	1	-1	7	2	-2	15	90	1.5
O=C(O)c1cccc(NS(=O)(=O)c2ccc(-c3ccc(S(=O)(=O)Nc4cccc(C(=O)O)c4)cc3)cc2)c1
→ 106	1	1	11	14	-3	6	84	-2.2

Entries of single compounds as entered above.
CCN(CC)C(=O)[C@H]1CC(CC(=O)NC(C)(C)C)C(=O)N2CCc3c([nH]c4ccccc34)[C@]12C (some centres undefined) across the screens: AGP1-GFP MLPCN: 102; GRK2 aptamer HTS: 0; GLD-1 RNA inh: 0; BCLXL inh: /; MCL1-BIM inh: /; Fam108B inh: /; VLA-4 inh: -2; CIT2 TOR yeast: 106; MEX-5 binding: /
CCOC(=O)Cc1nnc(Nc2ccc(C)cc2)c2ccccc12 across the screens: AGP1-GFP MLPCN: /; GRK2 aptamer HTS: 3; GLD-1 RNA inh: 0; BCLXL inh: 5; MCL1-BIM inh: 3; Fam108B inh: 4; VLA-4 inh: -1; CIT2 TOR yeast: 109; MEX-5 binding: 0.2

Other records:
Sequence of screens – AGP1-GFP MLPCN	GRK2 aptamer HTS	GLD-1 RNA inh	BCLXL inh	MCL1-BIM inh	Fam108B inh	VLA-4 inh	CIT2 TOR yeast	MEX-5 binding
Cc1ccc(OC(=S)Nc2ccc(F)cc2)cc1
→ 98	0	-3	1	10	-3	0	92	0.4
COc1cc(OC)c2c(c1C(CCN1CCOCC1)c1ccc(N(C)C)cc1)OC(=O)CC2c1ccc(N(C)C)cc1 (centres undefined)
→ /	/	6	5	-1	1	/	/	2.3
Cc1c(NC(=O)c2ccccc2NS(=O)(=O)c2ccc(F)cc2)c(=O)n(-c2ccccc2)n1C
→ 91	2	-3	3	5	0	-1	94	0.6
O=C(Nc1ccc(CN2CCS(=O)(=O)CC2)cc1)c1ccc(Cl)cc1
→ 108	0	7	0	0	-2	6	106	1.5
CC(C)CC(=O)Nc1ccc2oc(-c3cccnc3)nc2c1
→ 101	6	10	6	5	2	-2	99	0.0
COc1ccc(CNCCNC(=O)c2ccco2)c(OC)c1OC
→ 101	0	1	9	10	-3	-14	101	0.6
C[C@@H]1CC=C[C@H]2[C@H]1C(=O)N(Cc1ccccc1)[C@H]2c1ccc(-c2ccc(F)cc2)cc1F
→ 110	0	3	9	3	0	26	105	-1.3
CCC(=O)c1ccc(OCCn2cncn2)cc1
→ 103	0	5	1	-1	-2	5	109	3.4
COC(=O)c1c(NC(=O)c2ccc(Br)o2)sc(C)c1C
→ 92	2	-1	3	7	-4	-17	91	1.5
COc1cccc(C(=O)C[n+]2ccccc2/C=N/O)c1
→ 82	0	5	-2	1	7	6	121	-1.8
COc1cc(/C=C2/C(=N)N3OC(C)=CC3=NC2=O)ccc1OC(=O)c1ccco1
→ 98	1	-2	-3	2	-1	-10	98	-6.0
Cc1ccc(C)c(CSc2nnc([C@@H](N)C(C)C)o2)c1
→ 96	0	9	3	2	-4	18	87	0.3
CCC(CC)NC(=O)CN(c1ccccc1OC)S(=O)(=O)c1cccs1
→ 106	0	3	-2	-11	-2	6	109	2.3
CCOc1cc(/C=N/n2nnnc2N)ccc1OCc1c(C)no[n+]1[O-]
→ 94	0	2	5	-2	-3	8	95	-1.2
C=CCOC(=O)C1=C[C@@H](c2cn(C(C)=O)c3ccccc23)C[C@@H](OCc2ccc(CO)cc2)O1
→ /	/	-6	1	-7	-1	/	/	0.4

Later entries
Sequence of screens – AGP1-GFP MLPCN	GRK2 aptamer HTS	GLD-1 RNA inh	BCLXL inh	MCL1-BIM inh	Fam108B inh	VLA-4 inh	CIT2 TOR yeast	MEX-5 binding
c1ccc(-c2ncc(CSc3nncn3-c3ccccc3)s2)cc1
→ 96	0	1	-2	3	4	-7	101	-1.3
CC1(C)CC(NC(=O)c2cccc(S(=O)(=O)Nc3cccc(Cl)c3)c2)CC(C)(C)N1
→ 100	0	4	6	-3	/	19	93	/
CC[C@H](C)[C@@H]1NC(=O)c2cc([N+](=O)[O-])cc(F)c2OCC[C@@H](C(N)=O)NC(=O)[C@H](CCCCN)NC1=O
→ /	/	2	5	3	5	/	/	1.7
O=C(COC(=O)c1cccnc1Cl)Nc1cc(S(=O)(=O)N2CCCCC2)ccc1Cl
→ 104	3	-3	3	9	-3	7	103	0.3
c1ccc(Cc2nn3c(C4COc5ccccc5O4)nnc3s2)cc1 (centres undefined)
→ 95	4	3	4	5	2	-6	104	-0.6
CCCn1c(=N)n(CC(=O)O)c2ccccc21
→ 101	4	-2	-10	-3	0	-12	100	-2.5
Cc1ccsc1C1C(C#N)=C(N)N(N(C)C)C2=C1C(=O)CC(C)(C)C2 (centres undefined)
→ 95	1	3	4	5	0	-3	100	0.5
c1ccc(NC(=NCc2ccco2)c2ccccc2)cc1
→ 104	3	4	5	4	2	4	100	0.4
O=C(c1ccc(S(=O)(=O)Cc2ccccc2Cl)c([N+](=O)[O-])c1)N1CCN(c2ccccn2)CC1
→ 107	1	7	6	3	5	14	107	0.4
CCOC(=O)c1c(NC(C)=O)sc2c(O)c(Br)cc(Br)c12
→ 80	0	5	16	27	0	8	95	-1.9
CCOc1ccc(/C(O)=C2/C(=O)C(=O)N(CCN(C)C)C2c2ccccc2)cc1Cl (centres undefined)
→ 109	0	3	1	-1	4	6	107	0.8
CSc1nnc(-c2ccc(S(=O)(=O)N3CCCCC3)cc2)o1
→ 12[may fluoresce violet]	2	10	2	-2	0	-3	?	1.3
O=C(CC1Nc2ccccc2NC1=O)Nc1ccccc1 (centres undefined)
→ 110	3	8	7	10	1	-1	111	1.3
CCCCC(CC(O)COCC(C)C)C(=O)NN (centres undefined)
→ 112	0	-1	6	6	4	11	123	0.8
Cc1ccccc1NC(=O)c1ccc(CN(c2ccccc2)S(=O)(=O)c2ccccc2)cc1
→ 101	2	-2	3	-1	-7	-15	101	-1.6
CCOc1ccc(OCC)c(NS(=O)(=O)c2cccc3nsnc23)c1
→ 97	1	-4	1	-2	-5	10	86	3.0
